NOD2 inhibition: NOD2 signaling inhibitors, cell-based, luminescence, uHTS, HEK293 (AID 1566). HEK293 NOD2/NF-kB luciferase reporter, luminescence; higher % means a stronger effect. one-dose inhibition, % at 4 µM; EC50 in µM for titrated hits. 0.63% of 290,000 active; also: many of its hits are not listed in these tables
SIAH1 antagonists: Siah-1 peptide-binding antagonists, primary screen, biochemical, fluorescence polarization, rhodamine-plectin, uHTS (AID 1817); 0.02% of 290,000 active; E3 ubiquitin-protein ligase SIAH1 (Homo sapiens); Siah-1 / rhodamine-plectin peptide fluorescence polarization; higher % means a stronger effect; one-dose displacement, % at 20 µM; IC50 in µM for titrated hits;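 active = displacement of at least 50% at 20 µM, with a fluorescence ratio check between 0.3 and a set limit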;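 also: plate controls were Siah plus tracer with DMSO for no effect and tracer alone without Siah for full effect; strong numbers were not always called active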
Lipid droplet: inhibitors of hepatocyte lipid droplet formation, primary screen, imaging, high-throughput imaging, BODIPY stain; AID 1656, 2009; inhibition, % at 6.5 µM; 0.4% of 240,000 active; AML12 mouse hepatocytes, oleate lipid droplets;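 active = lipid droplet intensity inhibited by at least 50%, with more than 500 cells counted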
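Assay system: AML12 hepatocytes (mouse) / Also added: 100 µM oleic acid challenge / Times: overnight treatment with compound plus oleate / Detection: high-content imaging of BODIPY-stained droplets and DAPI nuclei / Evaluation: % inhibition of lipid droplet signal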
AID2073: inhibitors of Mint1-CaV2.2 protein interaction, biochemical, HTRF (AID 2073) | HTRF protein-protein interaction, Mint1-CaV2.2; higher % means a stronger effect | inhibition, % at 20 µM; hits with a dose series show IC50 in µM | 0.19% of 290,000 active; in the data active = inhibition mostly above about 51%, no sharp cut-off; also: some results filed as inactive read as strong as hits
LYP phosphatase: inhibitors of LYP phosphatase, biochemical, fluorescence intensity, uHTS (AID 1779); Tyrosine-protein phosphatase non-receptor type 22 (Homo sapiens); recombinant LYP phosphatase, fluorescence intensity; higher % means a stronger effect; inhibition, % at 11.5 µM, or IC50 in µM where a hit was titrated; 0.054% of 290,000 active;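 also: plate controls were vehicle with enzyme for no effect and no enzyme for full effect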
P. falciparum M1AAP: P. falciparum M1AAP inhibitors, biochemical, fluorogenic H-Leu-NHMec substrate, 1536-well (AID 1445). one-dose inhibition, % at 30 µM; IC50 in µM for titrated hits. recombinant M1AAP, H-Leu-NHMec fluorogenic kinetic assay; higher % means a stronger effect. 0.42% of 220,000 active;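 active = primary inhibition above the hit cutoff, then over 50% inhibition at one or more dose response concentrations, cut at about 23% in these data, passing the limit was not always enough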;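 also: plate controls were DMSO full reaction for no effect and no enzyme background for full effect; strong numbers were not always called active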
P. falciparum M17LAP: P. falciparum M17LAP inhibitors, primary screen, biochemical, fluorogenic H-Leu-NHMec substrate, 1536-well (AID 1619). Leucine aminopeptidase (Plasmodium falciparum (isolate 3D7)). recombinant M17LAP, H-Leu-NHMec fluorogenic kinetic assay; higher % means a stronger effect. inhibition, % at 30 µM, or IC50 in µM where a hit was titrated. 0.38% of 220,000 active;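 active = compound inhibiting the enzyme by more than half at any dose during confirmatory dose-response retesting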;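 also: plate controls were full reaction with DMSO carrier for no effect and no enzyme background for full effect; strong numbers were not always called active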
ER stress rescue: rescue of cells from ER stress-induced death, primary screen, 384-well, CSM14.1, thapsigargin, ATP luminescence (AID 1222). 190,000 tested, under 10 active. cellular ATP content (survival), % at 20 µM, or EC50 in µM where a hit was titrated. CSM14.1 thapsigargin-induced death rescue, ATP luminescence; higher % means a stronger effect;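 active = EC50 below 50 µM in the dose-response confirmation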;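 also: death triggered by thapsigargin at about 15 µM added after 2 h compound pretreatment; cell ATP read after overnight thapsigargin exposure of roughly 18 to 22 hours; normalized against plate controls of thapsigargin alone and 5% DMSO vehicle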
XIAP displacement: XIAP antagonists, biochemical, IAP family, fluorescence polarization (AID 1018); E3 ubiquitin-protein ligase XIAP (Homo sapiens); XIAP BIR domain, fluorescence polarization peptide displacement; higher % means a stronger effect; displacement, % at 20 µM; hits with a dose series show IC50 in µM; 0.007% of 200,000 active; in the data active = displacement above about 50%; also: a part of the inactive calls stands beside numbers as strong as those of hits
Lipid droplet cells 6.5 µM: also measured in Lipid droplet; calls as there; cell count; measured here: cell count, cytotoxicity flag;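 cells counted across two imaged fields per well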
The depositor's hits bear a star; & = joins results of further samples. Rule as the data show it, unless noted: active = inhibition above about 50%; inactive = the rest. Not all compounds are listed; the hit share may differ from the screen's.

COc1ccc2c(c1)OC(O)(C(F)F)CC2=O (stereo not drawn) was read as NOD2 inhibition 3.9%, SIAH1 antagonists -5.7%, Lipid droplet -3.5, AID2073 -3.4%, LYP phosphatase 0.5%, P. falciparum M1AAP 3.3%, P. falciparum M17LAP 2.1%, ER stress rescue -2.2%, XIAP displacement -0.3% and Lipid droplet cells 6.5 µM 740.
O=C(NCCc1ccc(Cl)cc1)c1ccc(NC2=NC3CS(=O)(=O)CC3S2)cc1 (stereo not drawn) was read as NOD2 inhibition -3.4%, SIAH1 antagonists 1.8%, Lipid droplet -6.5, AID2073 -0.1%, LYP phosphatase -11.4% and Lipid droplet cells 6.5 µM 785.
For COC(=O)C1=C(C)N(C)C(=O)NC1c1cc(Cl)cc(Cl)c1OC (stereo not drawn) the results were NOD2 inhibition 2.1%, SIAH1 antagonists -1.6%, Lipid droplet 8.4, AID2073 -6.3%, LYP phosphatase -7.6%, P. falciparum M1AAP -4.3%, P. falciparum M17LAP 14.2%, ER stress rescue -2.8%, XIAP displacement -1.5% and Lipid droplet cells 6.5 µM 750.
Screening O=C(Nc1cccc(F)c1)C1CCCN(S(=O)(=O)c2cnc[nH]2)C1 (stereo not drawn) returned NOD2 inhibition 9.2%, SIAH1 antagonists 4.2%, Lipid droplet 6.0, AID2073 9.0%, LYP phosphatase -5.2% and Lipid droplet cells 6.5 µM 665.
For O=C(CCS(=O)(=O)c1ccccc1)Nc1nc2cc3c(cc2s1)OCO3 the results were NOD2 inhibition 3.9%, SIAH1 antagonists 1.8%, Lipid droplet -9.9, AID2073 -3.5%, LYP phosphatase -4.4%, P. falciparum M1AAP 7.6%, P. falciparum M17LAP -11.1% and Lipid droplet cells 6.5 µM 696.
`O=C(O)CCCCCNS(=O)(=O)c1c(Cl)cccc1Cl` gave NOD2 inhibition -2.8%, SIAH1 antagonists -1.2%, Lipid droplet -7.6, AID2073 -0.7%, LYP phosphatase 5.8%, P. falciparum M1AAP 7.0%, P. falciparum M17LAP -3.2%, ER stress rescue -1.1%, XIAP displacement -2.2% and Lipid droplet cells 6.5 µM 503.
`O=C(CC1NCCNC1=O)Nc1ccc(Cl)c(Cl)c1` (stereo not drawn) gave NOD2 inhibition -2.8%, SIAH1 antagonists -1.1%, Lipid droplet -12.8, AID2073 -4.5%, LYP phosphatase -7.5%, P. falciparum M1AAP 3.1%, P. falciparum M17LAP -0.5%, ER stress rescue 0.1%, XIAP displacement -2.8% and Lipid droplet cells 6.5 µM 759.
Screening Cc1ncsc1CCSc1n[nH]c(=O)n1-c1ccccc1 returned NOD2 inhibition 12.6%, SIAH1 antagonists -6.8%, Lipid droplet 18.7, AID2073 9.9%, LYP phosphatase -0.1%, P. falciparum M1AAP 4.3%, P. falciparum M17LAP 7.4%, XIAP displacement -4.0% and Lipid droplet cells 6.5 µM 735.
`CCOC(=O)c1nn(-c2ccccc2C)c2nc(-c3ccc(C)cc3)c(C#N)c(=O)n12` gave NOD2 inhibition -3.4%, SIAH1 antagonists 5.5%, Lipid droplet 3.6, AID2073 13.8%, LYP phosphatase 7.4%, P. falciparum M1AAP 6.7%, P. falciparum M17LAP -7.5%, ER stress rescue 2.1%, XIAP displacement -5.0% and Lipid droplet cells 6.5 µM 718.
Screening CC(=O)NC1(C(F)(F)F)N=C(c2ccccc2)NC1=O (stereo not drawn) returned NOD2 inhibition 8.6%, SIAH1 antagonists 9.8%, Lipid droplet -14.3, AID2073 -1.3%, LYP phosphatase -4.6%, P. falciparum M1AAP 4.8%, P. falciparum M17LAP -11.8%, ER stress rescue -0.1%, XIAP displacement -4.7% and Lipid droplet cells 6.5 µM 715.
For CC(=O)CSc1nnc2c3ccccc3nc(C(C)(C)C)n12 the results were NOD2 inhibition 1.5%, SIAH1 antagonists -1.7%, Lipid droplet 2.4, AID2073 -14.0%, LYP phosphatase -10.7%, P. falciparum M1AAP 6.0%, P. falciparum M17LAP -12.0%, ER stress rescue 0.6%, XIAP displacement 0.4% and Lipid droplet cells 6.5 µM 702.
For O=c1[nH]c2ccccc2cc1CN(c1ccccc1)S(=O)(=O)c1ccccc1 the results were NOD2 inhibition 2.4%, SIAH1 antagonists -4.4%, Lipid droplet 1.2, AID2073 -2.8%, LYP phosphatase -6.1%, P. falciparum M1AAP 1.9%, P. falciparum M17LAP 13.7%, ER stress rescue -1.9%, XIAP displacement -2.1% and Lipid droplet cells 6.5 µM 556.
For CCN(CC)C(=O)Oc1ccccc1NC(C)=O the results were NOD2 inhibition -21.8%, SIAH1 antagonists 2.0%, Lipid droplet -5.5, AID2073 1.3%, LYP phosphatase -4.4%, P. falciparum M1AAP -3.6%, P. falciparum M17LAP 4.9%, ER stress rescue -0.4%, XIAP displacement -2.9% and Lipid droplet cells 6.5 µM 656.
Cc1ccccc1-c1n[nH]c(=S)n1C was read as NOD2 inhibition 15.2%, SIAH1 antagonists -2.3%, Lipid droplet 4.5, AID2073 -9.2%, LYP phosphatase -10.4%, P. falciparum M1AAP 2.9%, P. falciparum M17LAP -1.0%, ER stress rescue -0.7%, XIAP displacement 5.7% and Lipid droplet cells 6.5 µM 688.
`COc1cccc(C2Nc3ccc4ccccc4c3C3=C2C(=O)CCC3)c1O` (stereo not drawn) gave NOD2 inhibition 12.9%, SIAH1 antagonists 6.2%, Lipid droplet 4.6, AID2073 2.3%, LYP phosphatase -12.0% and Lipid droplet cells 6.5 µM 854.
COc1ccc2cc(C(=O)O)ccc2c1 was read as NOD2 inhibition -16.7%, SIAH1 antagonists -1.9%, AID2073 -4.0%, LYP phosphatase -0.3%, P. falciparum M1AAP -3.6%, P. falciparum M17LAP 7.6%, ER stress rescue -0.7% and XIAP displacement 0.8%.
`O=C(Nc1cccc2cccnc12)c1cc(F)c(F)cc1Cl` gave NOD2 inhibition -17.6%, SIAH1 antagonists -2.9%, Lipid droplet -11.2, AID2073 -1.4%, LYP phosphatase -2.9% and Lipid droplet cells 6.5 µM 752.
For CC(=O)N/C(=C\c1ccc(Cl)cc1)C(=O)O the results were NOD2 inhibition -22.9%, SIAH1 antagonists 0.2%, Lipid droplet 17.3, AID2073 0.2%, LYP phosphatase -13.5%, P. falciparum M1AAP -2.0%, P. falciparum M17LAP -5.2% and Lipid droplet cells 6.5 µM 719.
CC(/C=C\c1cccnc1)=C/C(=O)O was read as NOD2 inhibition 12.8%&-2.2%, SIAH1 antagonists 16.8%&4.2%, Lipid droplet 0.7, AID2073 28.8%&4.5%, LYP phosphatase 1.8%&-0.5%, P. falciparum M1AAP 0.5%&-3.7%, P. falciparum M17LAP -3.2%&7.4%, ER stress rescue -0.6%&0.0%, XIAP displacement -2.8%&-18.8% and Lipid droplet cells 6.5 µM 771.
Screening O=C(Nc1ccccc1C(=O)Nc1ccccc1)c1ccco1 returned NOD2 inhibition 21.1%, SIAH1 antagonists -3.2%, Lipid droplet 9.1, AID2073 14.6%, LYP phosphatase -4.0% and Lipid droplet cells 6.5 µM 788.
Cc1cc(NS(=O)(=O)c2ccc(NC(=O)c3cc(-c4ccccc4Cl)nc4ccccc34)cc2)no1 was read as NOD2 inhibition 20.5%, SIAH1 antagonists 5.9%, Lipid droplet 17.2, AID2073 0.4%, LYP phosphatase 3.7%, P. falciparum M1AAP 2.7%, P. falciparum M17LAP 16.4%, ER stress rescue 1.8%, XIAP displacement -5.9% and Lipid droplet cells 6.5 µM 583.
`O=C(Cc1cccs1)NC(Cc1c[nH]c2ccccc12)C(=O)O` (stereo not drawn) gave NOD2 inhibition 5.7%, SIAH1 antagonists -0.4%, Lipid droplet 7.2, AID2073 5.2%, LYP phosphatase -11.7% and Lipid droplet cells 6.5 µM 772.
`CCC(C)NC(=O)COC(=O)c1ccccc1OCC(=O)Nc1ccc(Br)cc1` (stereo not drawn) gave NOD2 inhibition 6.0%, SIAH1 antagonists 1.3%, Lipid droplet -1.2, AID2073 -0.9%, LYP phosphatase -9.4%, P. falciparum M1AAP -2.7%, P. falciparum M17LAP -4.7%, ER stress rescue -1.6%, XIAP displacement -9.1% and Lipid droplet cells 6.5 µM 547.
CC(=O)N1CCN(C(=O)CCc2nc3ccccc3c(=O)[nH]2)CC1 was read as NOD2 inhibition -2.7%, SIAH1 antagonists -1.3%, Lipid droplet -1.1, AID2073 0.5%, LYP phosphatase 1.2%, P. falciparum M1AAP 4.8%, P. falciparum M17LAP -4.1%, ER stress rescue -0.1%, XIAP displacement -1.0% and Lipid droplet cells 6.5 µM 740.
Screening COCCNC(=O)c1onc(CSc2ccccc2F)c1C(=O)O returned NOD2 inhibition 11.1%, SIAH1 antagonists 1.3%, AID2073 -0.4%, LYP phosphatase -6.8%, P. falciparum M1AAP 9.3%, P. falciparum M17LAP 4.0%, ER stress rescue -0.2% and XIAP displacement -1.2%.
`Cc1cccc(-n2ncc3c(N4CC(C)CC(C)C4)ncnc32)c1` (stereo not drawn) gave NOD2 inhibition -70.3%, SIAH1 antagonists -5.2%, AID2073 2.9%, LYP phosphatase 1.8%, P. falciparum M1AAP 14.3%, P. falciparum M17LAP 1.2%, ER stress rescue -0.6% and XIAP displacement -4.6%.
For CC12CC3CC(C)(C1)CC(C(=O)Nc1nncs1)(C3)C2 the results were NOD2 inhibition 5.2%, SIAH1 antagonists 2.6%, Lipid droplet -2.1, AID2073 5.5%, LYP phosphatase -9.0% and Lipid droplet cells 6.5 µM 843.
`O=c1cc(CSc2nnnn2-c2ccccc2)nc(Nc2ccc(F)cc2)[nH]1` gave NOD2 inhibition 21.7%, SIAH1 antagonists 12.9%, Lipid droplet -4.4, AID2073 1.4%, LYP phosphatase -5.0%, P. falciparum M1AAP 2.6%, P. falciparum M17LAP -2.6%, ER stress rescue 4.2%, XIAP displacement -6.6% and Lipid droplet cells 6.5 µM 755.
For C(=N\Nc1nc(-c2cccnc2)nc2ccccc12)/c1ccccc1 the results were NOD2 inhibition -22.7%, SIAH1 antagonists 3.2%, Lipid droplet -1.3, AID2073 8.8%, LYP phosphatase -2.9%, P. falciparum M1AAP 11.5%, P. falciparum M17LAP 14.1% and Lipid droplet cells 6.5 µM 761.
c1ccc2c3c([nH]c2c1)CCNC3 was read as NOD2 inhibition 8.6%, SIAH1 antagonists -2.3%, Lipid droplet -5.0, AID2073 7.9%, LYP phosphatase -9.9% and Lipid droplet cells 6.5 µM 812.
